D3 ag = D3 dopamine receptor (human) agonism; AID 652048; hit rate 0.58% among 410,000; D3R DiscoveRx beta-arrestin cells, luminescence, 90 min; max activation, %; in the data active = max activation above about 30%; note: 0% is about no effect; mostly tested at two doses, the higher about 12 µM
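Cells at 1500/well, incubated overnight, then treated with pinned compounds (dopamine as control) for 90 min at 37 degrees C. DiscoveRx reagent added for 30 - 60 minutes at room temperature; luminescence read.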
EPAC2 ag = agonists of human EPAC2 (RAPGEF4) | Q8WZA2 | EPAC2 activation, biochemical qHTS; response scale: 100% = 6.5 mM cAMP response | Potency, µM (titrated, usually from 154 µM), for inactives: at the top dose activation, hits mostly activators | hit rate 0.079% among 360,000 | AID 720711; note: potency is the fitted concentration of half-maximal effect; nearly all actives have a fitted effect of over 50% in size
Target sequence (Q8WZA2 whole entry, looked up): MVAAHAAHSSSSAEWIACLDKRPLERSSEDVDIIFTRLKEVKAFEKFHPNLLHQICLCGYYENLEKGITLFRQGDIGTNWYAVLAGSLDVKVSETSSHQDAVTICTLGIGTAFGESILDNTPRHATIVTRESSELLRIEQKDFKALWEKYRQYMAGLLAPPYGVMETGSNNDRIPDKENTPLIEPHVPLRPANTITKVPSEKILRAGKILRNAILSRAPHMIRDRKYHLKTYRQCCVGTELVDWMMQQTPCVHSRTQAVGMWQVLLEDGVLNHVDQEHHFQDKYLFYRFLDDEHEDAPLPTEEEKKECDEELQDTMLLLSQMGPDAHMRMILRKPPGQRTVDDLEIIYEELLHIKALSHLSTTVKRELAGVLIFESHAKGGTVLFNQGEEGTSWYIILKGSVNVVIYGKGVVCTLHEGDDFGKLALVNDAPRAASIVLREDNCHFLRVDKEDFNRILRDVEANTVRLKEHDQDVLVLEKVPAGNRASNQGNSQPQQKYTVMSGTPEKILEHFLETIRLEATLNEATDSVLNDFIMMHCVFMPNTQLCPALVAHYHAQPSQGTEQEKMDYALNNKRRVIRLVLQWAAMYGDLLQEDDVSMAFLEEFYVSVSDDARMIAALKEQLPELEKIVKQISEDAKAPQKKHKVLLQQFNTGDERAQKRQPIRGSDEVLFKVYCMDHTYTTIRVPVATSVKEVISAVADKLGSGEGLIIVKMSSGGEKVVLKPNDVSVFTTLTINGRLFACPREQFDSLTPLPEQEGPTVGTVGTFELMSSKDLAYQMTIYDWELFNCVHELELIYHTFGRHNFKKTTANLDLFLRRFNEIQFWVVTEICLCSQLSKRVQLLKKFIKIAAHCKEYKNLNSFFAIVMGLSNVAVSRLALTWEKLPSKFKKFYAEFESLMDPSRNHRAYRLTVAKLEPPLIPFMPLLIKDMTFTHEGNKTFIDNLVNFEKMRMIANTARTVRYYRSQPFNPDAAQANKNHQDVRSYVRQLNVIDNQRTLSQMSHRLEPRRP
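In this primary screen, activation is scored as increased exchange of BODIPY-GDP from Rap1B by 100 nM EPAC2, with 50 uM GDP as competitor. Signal is normalized to the 6.5 mM cAMP agonist control.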
Abeta yeast res = restores growth of yeast expressing A-beta42 peptide. yeast expressing A-beta42, growth rescue, OD600, 48 h; response scale: 0% DMSO, 100% iron-clioquinol control. Potency, µM (titrated, usually from 46.1 µM), inactives show at the top dose growth rescue, usual class: activators. hit rate 0.063% among 410,000. AID 1347071; note: potency is the fitted concentration of half-maximal effect; nearly all actives have a fitted effect of over 55% in size
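Growth rescue measured by 600 nm absorbance after 48 h yeast culture at 30 C with compound. Values normalized between DMSO and an equimolar ferric chloride plus clioquinol control.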
D3 antag = blocks the human D3 dopamine receptor | P35462 | D3R cells, DiscoveRx beta-arrestin luminescence, antagonist mode; hits give low values | max response, negative = inhibition, % | hit rate 2.5% among 360,000 | AID 652054; in the data active = max response below about -50%; inconclusive = no clear call, values can overlap the other calls; note: % is set by controls: 0 for no effect and ±100 for the full control effect; mostly tested at two doses, the higher about 12 µM
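Cells plated overnight at 1500 cells/well, then exposed to library compounds with dopamine controls for 90 minutes at 37 degrees C. DiscoveRx reagent added for 30–60 minutes at room temperature; luminescence read, quantitative HTS format.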
aSyn yeast inh = alpha-synuclein toxicity inhibition in yeast; AID 652106; Yeast expressing alpha-synuclein, growth rescue, BacTiter-Glo, 24 h; Potency, µM (top dose mostly 46.1 µM), inactives show at the highest dose growth rescue (activation), actives largely listed as activators; hit rate 0.14% among 370,000; note: potency is the fitted concentration of half-maximal effect; % of control where 0% means no effect; nearly all actives have a fitted effect of over 65% in size
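Galactose-induced alpha-syn yeast (OD600=0.02, raffinose-pregrown) + pinned cpd, 24 hr, 30 deg C; growth by BacTiter-Glo luminescence. Growth restoration scores as activation.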
TDP-43 yeast inh = inhibitors of TDP-43 toxicity in yeast; AID 652104; hit rate 1.8% among 410,000; TDP-43 expressing yeast growth rescue, BacTiter-Glo, 24 h; Potency, µM (titrated, usually from 46.1 µM), without a hit: top-dose growth rescue (activation), most hits filed as activators; note: potency is the fitted concentration of half-maximal effect; % of control where 0% means no effect; nearly all actives have a fitted effect of over 50% in size
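Readout is BacTiter-Glo luminescence of cell growth, so inhibitors register as activators. TDP-43-expressing yeast at OD600=0.02 in galactose medium, after raffinose pregrowth to mid-log, were incubated with compound for 24 hr at 30 deg C.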
EPAC2 antag = EPAC2 (human) antagonism; hit rate 0.18% among 360,000; EPAC2 GEF exchange of Rap1B-BODIPY-GDP, fluorescence; Q8WZA2; AID 720708; Potency, µM (top dose mostly 114 µM), for inactives: at the top dose activity, negative = inhibition, hits mostly inhibitors; note: potency is the fitted concentration of half-maximal effect; % is set by controls: 0 for no effect and ±100 for the full control effect; nearly all actives have a fitted effect of over 45% in size; many of its hits are not listed in these tables
FUS suppressor = rescues growth of FUS-expressing yeast. S. cerevisiae FUS-expressing, growth rescue, OD600, 24 h. Potency, µM (titrated, usually from 76.6 µM), for inactives: top-dose growth rescue (activation), hits mostly activators. hit rate 0.24% among 390,000. AID 1347120;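 note: potency is the fitted concentration of half-maximal effect; plate controls were DMSO vehicle for no effect and reference control for full effect; nearly all actives have a fitted effect of over 55% in size; some results filed as inactive show a strong effect at the top dose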
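Yeast FUS proteinopathy model; galactose-induced FUS (2%), starting OD 0.005. Cpds in dilution series, 24hr, 30C, 99% humidity. Abs 600 nm growth. Pos ctrl CP55940 (top 92uM final); neg ctrl DMSO.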
An asterisk follows results filed as active; ? = inconclusive; · = no result given; & = joins results of further samples; [ ] = dose if it differs, or a comment. Unless noted, calls come from the whole dose curve; as a rule, active = well fitted curve in the direction sought with a large enough effect; inconclusive = small, poorly fitted or top-dose-only effect, or another doubt; inactive = no such curve, though single readings can be large; an effect the other way counts as inactive or inconclusive. An excerpt; count on the stated rates, not on these rows.

SMILES	D3 ag	EPAC2 ag	Abeta yeast res	D3 antag	aSyn yeast inh	TDP-43 yeast inh	EPAC2 antag	FUS suppressor
CC(=O)N1CCC(C(=O)N2c3ccccc3N=C(c3ccc4c(c3)OCO4)C2C(=O)NCc2ccccc2)CC1 (stereo unspecified)	-5	3%	15%	7	4%	?	-15%	?
O=C(NNS(=O)(=O)c1ccc(C(F)(F)F)cc1)c1cnn(-c2ccccc2)c1C(F)(F)F	3	-3%	6%	34	1%	11%	-10%	?
CNC(=O)C1CCC(Cn2c(=O)c3sccc3n(CC(=O)Nc3ccc(C)c(C)c3)c2=O)CC1 (stereo unspecified)	-10	·	-15%	·	·	14%	·	4%
CCCn1c(=S)[nH]c2cc(C(=O)N3CCCC(C(=O)OCC)C3)ccc2c1=O (stereo unspecified)	16	8%	18%	17	-3%	-13%	-12%	36%
CC(=O)Nc1ccc(NC(=O)c2cc(C3CC3)nc3c2cnn3C(C)C)cc1	-12	-10%	-4%	-5	-1%	-31%	-7%	17%
COc1ccc(C(=O)NCC(C)NC(=O)c2ccc(OC)cc2)cc1 (stereo unspecified)	2	11%	9%	1	-2%	13%	5%	2%
CC(C)C(=O)Nc1cccc(C(=O)NCCc2ccc(S(N)(=O)=O)cc2)c1	14	1%	0%	19	2%	-12%	5%	5%
O=C(O)/C=C/c1ccc(S(=O)(=O)Nc2cccnc2)cc1	-4	6%	6%	-23	-8%	-17%	1%	13%
CCc1ccccc1N(CC(=O)NCc1ccc(OC)cc1)C(=O)CCC(=O)Nc1ccccn1	-13	1%	4%	-8	-2%	-5%	-3%	24%
COc1ccccc1OCCNC(=O)c1ccc(C(C)(C)C)cc1	-8	5%	-10%	12	2%	0%	-5%	16%
Cc1ccc(S(=O)(=O)NC(C)C(=O)Nc2ccccc2C(=O)N2CCCC2)cc1 (stereo unspecified)	-7	4%	1%	3	-27%	-8%	18%	57%
CCOc1ccccc1/C=C/c1onc(C)c1S(=O)(=O)N1CCC(C(=O)N2CCCCCC2)CC1	-13	4%	-19%	-25	-17%	-14%	-2%	?

In a second layout: entries from further up
Structure: O=C(O)/C=C/c1ccc(S(=O)(=O)Nc2cccnc2)cc1
  D3 ag = -4
  EPAC2 ag = 6%
  Abeta yeast res = 6%
  D3 antag = -23
  aSyn yeast inh = -8%
  TDP-43 yeast inh = -17%
  EPAC2 antag = 1%
  FUS suppressor = 13%

Structure: CCc1ccccc1N(CC(=O)NCc1ccc(OC)cc1)C(=O)CCC(=O)Nc1ccccn1
  D3 ag = -13
  EPAC2 ag = 1%
  Abeta yeast res = 4%
  D3 antag = -8
  aSyn yeast inh = -2%
  TDP-43 yeast inh = -5%
  EPAC2 antag = -3%
  FUS suppressor = 24%

Structure: COc1ccccc1OCCNC(=O)c1ccc(C(C)(C)C)cc1
  D3 ag = -8
  EPAC2 ag = 5%
  Abeta yeast res = -10%
  D3 antag = 12
  aSyn yeast inh = 2%
  TDP-43 yeast inh = 0%
  EPAC2 antag = -5%
  FUS suppressor = 16%

(further entries)
SMILES	D3 ag	EPAC2 ag	Abeta yeast res	D3 antag	aSyn yeast inh	TDP-43 yeast inh	EPAC2 antag	FUS suppressor
N/C(=N\O)c1ccccc1-n1cccc1	11	-4%	1%	12	3%	4%	0%	-3%
O=[N+]([O-])c1ccccc1/C=C/CN1CCCCC1CO (stereo unspecified)	-9	16%	-4%	-3	-1%	15%	0%	-22%
Cc1ccc(-c2nnc(SCC(=O)N/N=C/c3c(C)nn(-c4ccccc4)c3C)n2-c2ccccc2)cc1	-3	6%	6%	9	-4%	1%	3%	·
NC(=O)/C(=C\c1ccccc1)NC(=O)/C=C/c1ccccc1	1	3%	6%	-1	4%	25%	10%	·
CC(=NNC(=S)N1CC2CCC(CC2)C1)c1ccncn1	5	-1%	-84%[inhibitor]	2	-74%[inhibitor]	?	5%	·
CCOC(=O)c1sc2nc(OCc3cccnc3)cc(C)c2c1N	5	12%	11%	34	0%	?	9%	11%
Cn1c(=O)cc(OCC(=O)NCCC2=CCCCC2)c2ccccc21	2	8%	-14%	-2	-5%	-6%	-3%	13%
O=C(Nc1ccc2nc(-c3cccnc3)[nH]c2c1)c1ccco1	-4	5%	16%	20	2%	29%	-1%	-27%
CCCn1nnc(NC(=O)c2ccc3c(c2)OCO3)n1	-13	7%	6%	-9	6%	-1%	3%	10%
Cc1nnc(NC(=O)C2CCN(c3nnnn3-c3ccccc3)CC2)s1	-2	0%	-6%	-20	-8%	8%	26%	18%
O=C(Nc1cccnc1)c1ccc(Br)c(S(=O)(=O)N2CCCC2)c1	-2	4%	11%	-11	-4%	-7%	22%	10%
C/C(=N\NC(=O)c1ccccc1F)c1ccc2c(c1)Nc1ccccc1S2	-4	-26%	9%	0	5%	6%	?	·
COc1cc2c(cc1OC)C(COc1ccc3c(C)cc(=O)oc3c1)N(C(=O)c1ccc(Cl)cc1)CC2 (stereo unspecified)	6	·	11%	·	·	16%	·	-18%
COc1ccc(C2CC(=O)Nc3c2c(=O)[nH]c2nc4ccccc4n32)cc1 (stereo unspecified)	5	·	-5%	·	-13%	18%	·	2%
Cc1cc[n+](CC(=O)Nc2cccc(C)c2)cc1	-10	5%	-21%	-23	-8%	3%	-3%	-16%
COc1ccc(C(C)NC(=S)NCc2ccc(F)cc2)cc1 (stereo unspecified)	3	8%	11µM*	-5	0%	?	-2%	11%
COc1cc(CNCCc2ccccc2F)ccc1OCc1ccc(Cl)nc1	-4	4%	30%	?	8%	0%	0%	-7%
O=S(=O)(c1ccccc1F)N1CCN(Cc2cc3c(cc2Br)OCCO3)CC1	-4	10%	-3%	-12	12%	4%	15%	·
C/C=C(/C)C(=O)Nc1cccc(C2=NOC3(C2)C[C@H](C(N)=O)N(C(=O)Cc2ccc([N+](=O)[O-])cc2)C3)c1 (stereo partly specified)	18	2%	-9%	4	6%	14%	9%	3%
CN(C)S(=O)(=O)Nc1cccc(Br)c1	-13	7%	-4%	-1	0%	-6%	2%	14%
CCn1c(=O)cc(OCC(=O)NC(C)c2ccc3c(c2)OCCO3)c2ccccc21 (stereo unspecified)	-5	9%	0%	?	2%	-6%	-2%	22%
CCN(Cc1ccncc1)C(=O)c1cccs1	-18	-1%	0%	1	-4%	-20%	16%	20%
CC(C)N(C(=O)CSc1nnc(NC(=O)c2cccs2)s1)C(C)C	2	4%	-3%	-28	3%	0%	9%	?
Cc1cc2nnc(SC(C)C#N)n2c2ccccc12 (stereo unspecified)	-5	-1%	5%	4	10%	0%	-2%	-6%
CCc1nnc(NC(=O)c2nc(S(=O)(=O)Cc3ccc(C)cc3)ncc2Cl)s1	-19&-9	-14%	-12%&-28%	-50*	16%	18µM*	4%	18%&15%
Cc1ccc(S(=O)(=O)N[C@@H](CC(C)C)C(=O)NCc2ccco2)cc1	1	3%	1%	-13	3%	-20%	3%	12%
CCCCC(CC)C(=O)Nc1ccccc1C#N (stereo unspecified)	1	-14%	11%	19	-1%	8%	6%	20%
O=C(NCC(F)(F)F)c1[nH]c(C(F)(F)F)nc1-c1ccccc1	11	6%	-2%	12	-8%	16%	-10%	15%
CCC(=O)Nc1nc2ccccc2n1Cc1ccc(Cl)cc1	-1	8%	?	1	?	13%	2%	-1%
Cn1c(NC(=O)c2ccco2)c(-c2ccccc2Cl)c(=O)c2ccccc21	1	2%	-1%	-21	0%	-7%	10%	-12%
Cc1cccc(OCCOCCN2CCNCC2)c1C	10	6%	11%	22	4%	-6%	-12%	·
COc1ccc(CCN(C)C(=O)Cn2c(=O)oc3ccccc32)cc1OC	3	3%	-8%	-8	2%	-11%	-1%	-19%
COc1ccc(OCCOC(=O)CNC(=O)c2ccc(C)cc2)cc1	-2	7%	-6%	5	2%	9%	-11%	12%
Nc1ccc(Nc2ccccc2N)cc1	5	8%	12%	-16	-2%	-21%	-2%	?
CC1(CCBr)C(=O)N(c2ccccc2)c2ccccc21 (stereo unspecified)	-9	20%	2%	-6	-4%	15%	-13%	-18%
CC(=O)Nc1ccc(NC(=O)C(C)OC(=O)CNC(=O)c2sc3ccccc3c2Cl)cc1 (stereo unspecified)	-2	-12%	18%	14	-9%	17%	-6%	·
O=S(=O)(Nc1ccc(-c2cn3cccnc3n2)cc1)c1ccccc1	-3	5%	-16%	-10	0%	-25%	10%	6%
CC(C)(C)CC(=O)Nc1nnc(-c2cccs2)s1	1	-7%	?	23	4%	-21%	2%	-12%
COC(=O)c1ccccc1NC(=O)C1CCN(c2ncnc3c2nc2n3CCCCC2)CC1	0	1%	-37%[inhibitor]	0	-3%	8%	-6%	4%
CCN(C(=O)Cn1cc(C(F)(F)F)ccc1=O)C1CCS(=O)(=O)C1 (stereo unspecified)	-2	9%	-5%	-10	-2%	5%	12%	-47%
CC(=O)C1=C(O)C(=O)N(c2ccc(S(N)(=O)=O)cc2)C1c1ccccc1F (stereo unspecified)	0	-11%	4%	32	0%	4%	0%	9%
Cc1cc2n(c(=O)c1C#N)CCCN2c1cccc(Cl)c1	15	0%	6%	26	0%	-10%	-3%	7%
CCN1CCN(CC(=O)N2N=CCC2c2ccccc2)CC1 (stereo unspecified)	-9	-1%	-11%	-51*	-16%	-21%	-15%	20%
CCOc1ccc(NC(=O)Cn2c(=O)oc3cc(Cl)ccc32)cc1	-1	5%	-7%	0	-5%	0%	5%	21%
COc1cccc(N2CCN(c3ccc4nnc(CCC(=O)N5CCC(C)CC5)n4n3)CC2)c1	4	-1%	2%	20	-2%	-7%	-3%	17%
C=C(C)CCC(C)N1CCC(n2nccc2NC(=O)CCOc2ccccc2)CC1 (stereo unspecified)	-2	-5%	-6%	-3	-2%	-13%	-10%	18%
CCOC(=O)c1cnc2ccc(C)cc2c1N(C)Cc1ccccc1	-7	0%	-17%	7	3%	-25%	?	5%
CC1(CCC(=O)O)C(=O)CCC2C1CCC1(C)C2CCC1(C)O (stereo unspecified)	-12	12%	9%	-11	-12%	0%	20%	·
CN(C)CCCN1C(=O)C(O)=C(C(=O)c2cc3ccccc3o2)C1c1ccccn1 (stereo unspecified)	-14	1%	2%	-22	-4%	-22%	0%	13%
CCCCOc1ccc(S(=O)(=O)Nc2ccc(-c3ccc(N4CCCCC4)nn3)cc2)cc1	-1	·	-16%	·	·	-4%	·	5%
C=C(C(=O)O)C(CCCCCC)C(=O)O (stereo unspecified)	18	8%	-7%	20	1%	17%	-6%	-13%
C=Cn1cc(CNC[C@H]2O[C@@H](n3cc(C)c(=O)[nH]c3=O)C[C@@H]2O)c(C)n1	-11	5%	2%	0	-1%	-6%	5%	3%
